NCI-60 one-dose screen, 48 h, at 10 µM unless noted. Numbers give growth in % (100 = growth as untreated, 0 = no growth, -100 = all killed).
NCI/ADR-RES – NCI/ADR-RES ovarian cells. 81,000 compounds, 4.4% hits
IGROV1 – IGROV1 ovarian cancer | AID 1794786 | 79,000 compounds, 4.7% hits
NCI-H322M – NCI-H322M lung cancer. 80,000 compounds, 2.7% hits
NCI-H522 – NCI-H522 lung cancer; 78,000 compounds, 8% hits; AID 1794739
NCI-H460 – NCI-H460 lung cancer; 82,000 compounds, 6.8% hits
NCI-H23 – NCI-H23 lung cancer; 80,000 compounds, 4% hits; AID 1794731
SK-OV-3 – SK-OV-3 ovarian cancer cells. 80,000 compounds, 3.2% hits
OVCAR-4 – OVCAR-4 ovarian cancer cells; 80,000 compounds, 3.7% hits; AID 1794784
NCI-H226 – NCI-H226 lung cancer; 79,000 compounds, 3.5% hits; AID 1794732
* = called active by the depositor. Rule for the calls: active = growth percent below 10; inactive = the rest.

C[C@@H]1O[C@H](/C=C\c2ccccc2)[C@@H](O)[C@H]1O was read as NCI/ADR-RES 108, IGROV1 104, NCI-H322M 108, NCI-H522 93, NCI-H460 112, NCI-H23 101 and NCI-H226 97.
For CC(C)Cc1ccc(C(C)c2nnc(SCC(=O)N3N=C(c4ccc5ccccc5c4)CC3c3ccc(Cl)cc3)n2-c2ccccc2)cc1 (stereo unspecified) the results were NCI/ADR-RES 96, IGROV1 71, NCI-H322M 74, NCI-H522 75, NCI-H460 59, NCI-H23 80, SK-OV-3 81, OVCAR-4 68 and NCI-H226 89.
`CCOc1ccc(/C=N/NC(=O)Cn2nc(Cc3ccc(OC)cc3)c3onc(C)c3c2=O)cc1` gave NCI/ADR-RES 13, IGROV1 26, NCI-H322M 62, NCI-H522 47, NCI-H460 -7.6*, SK-OV-3 -27*, OVCAR-4 10 and NCI-H226 6.7*.
`O=C(C[n+]1ccccc1Br)c1ccc(Cl)cc1` gave NCI/ADR-RES 104, IGROV1 105, NCI-H322M 97, NCI-H522 94, NCI-H460 107, NCI-H23 94, SK-OV-3 101, OVCAR-4 103 and NCI-H226 98.
CCCCS(=O)(=O)CCCC was read as NCI/ADR-RES 106, IGROV1 112, NCI-H322M 100, NCI-H522 120, NCI-H460 114, NCI-H23 100, SK-OV-3 97, OVCAR-4 109 and NCI-H226 106.
COCCOC(=O)c1ccccc1C(=O)OCCOC was read as NCI/ADR-RES 99, IGROV1 105, NCI-H322M 94, NCI-H522 106, NCI-H460 112, NCI-H23 98, SK-OV-3 96, OVCAR-4 104 and NCI-H226 102.
For COc1ccc(-c2nc3ccccn3c2-c2nc3ccc(OC)cc3[nH]2)cc1 the results were NCI/ADR-RES 98, IGROV1 92, NCI-H322M 97, NCI-H522 88, NCI-H460 91, NCI-H23 98, SK-OV-3 106, OVCAR-4 88 and NCI-H226 97.
`C[C@@H]1C(=O)CC[C@H]2[C@@]1(C)CC[C@H]1C(=O)O[C@H](c3ccoc3)C[C@]21C` gave NCI/ADR-RES 105, IGROV1 107, NCI-H322M 107, NCI-H522 49, NCI-H460 104, NCI-H23 101, SK-OV-3 89, OVCAR-4 125 and NCI-H226 88.
`Cn1c(C#N)ccc1-c1ccc(N2C(=O)NC(C)(C)C2=O)cc1` gave NCI/ADR-RES 103, IGROV1 110, NCI-H322M 102, NCI-H522 93, NCI-H460 107, NCI-H23 94, SK-OV-3 98, OVCAR-4 87 and NCI-H226 114.
`COc1ccc(-c2nc(SC(C)C)nc(Nc3ccc(C(C)=O)cc3)c2C#N)cc1` gave NCI/ADR-RES 107, IGROV1 115, NCI-H322M 117, NCI-H522 102, NCI-H460 108, SK-OV-3 109, OVCAR-4 109 and NCI-H226 107.
`CCCCCCCCCCC/C(=N/O)c1ccccc1` gave NCI/ADR-RES 104, IGROV1 106, NCI-H322M 119, NCI-H522 105, NCI-H460 118, NCI-H23 105, SK-OV-3 99, OVCAR-4 108 and NCI-H226 110.
Cn1cc(-c2nn3cc(-c4cccnc4)nc3s2)c2cc(Cl)ccc21 was read as NCI/ADR-RES 97, IGROV1 80, NCI-H322M 94, NCI-H522 95, NCI-H460 101, NCI-H23 93, SK-OV-3 89, OVCAR-4 106 and NCI-H226 98.

Reprinted from the results shown, two compounds:
`CCCCCCCCCCC/C(=N/O)c1ccccc1` gave NCI/ADR-RES 104, IGROV1 106, NCI-H322M 119, NCI-H522 105, NCI-H460 118, NCI-H23 105, SK-OV-3 99, OVCAR-4 108 and NCI-H226 110.
Cn1cc(-c2nn3cc(-c4cccnc4)nc3s2)c2cc(Cl)ccc21 was read as NCI/ADR-RES 97, IGROV1 80, NCI-H322M 94, NCI-H522 95, NCI-H460 101, NCI-H23 93, SK-OV-3 89, OVCAR-4 106 and NCI-H226 98.

Additional results.
For O=C1CCC(NNC(=O)c2cccs2)N1 (stereo unspecified) the results were NCI/ADR-RES 102, IGROV1 108, NCI-H322M 101, NCI-H522 90, NCI-H460 115, NCI-H23 96, SK-OV-3 94, OVCAR-4 108 and NCI-H226 108.
`Cc1nc2cccnc2nc1C` gave NCI/ADR-RES 105, IGROV1 117, NCI-H322M 104, NCI-H522 98, NCI-H460 112, NCI-H23 103, SK-OV-3 117, OVCAR-4 94 and NCI-H226 104.
CCOC(=O)c1c(-c2ccc(OC)cc2OC)c(C#N)c(=O)n(Cc2nc3ccccc3[nH]2)c1N was read as NCI/ADR-RES 98, IGROV1 71, NCI-H322M 100, NCI-H522 97, NCI-H460 103, NCI-H23 89, SK-OV-3 91, OVCAR-4 107 and NCI-H226 91.
O=[N+]([O-])c1ccc2[nH]cc(-c3c4ccccc4cc4[nH]c5ccc([N+](=O)[O-])cc5c34)c2c1 was read as NCI/ADR-RES 8.1*, IGROV1 19, NCI-H322M 47, NCI-H522 11, NCI-H460 4.2*, NCI-H23 33, SK-OV-3 64, OVCAR-4 27 and NCI-H226 40.
COc1cc(/C=C/C(=O)c2cc(OC)c(OC)c(OC)c2)ccc1Oc1nc(Nc2ccc(F)cc2)nc(N(C)C)n1 was read as NCI/ADR-RES -30*, IGROV1 -64*, NCI-H322M 9.6*, NCI-H522 -83*, NCI-H460 -23*, NCI-H23 -24*, SK-OV-3 50, OVCAR-4 18 and NCI-H226 18.
For O=C1C=CC(=NN=C(c2ccccc2)c2ccccc2)C=C1 the results were NCI/ADR-RES 105, IGROV1 101, NCI-H322M 101, NCI-H460 101, NCI-H23 104, SK-OV-3 112, OVCAR-4 94 and NCI-H226 94.
For COc1cc(CNS(=O)(=O)c2ccc(C)cc2)ccc1OCc1cn(-c2ccccc2[N+](=O)[O-])nn1 the results were NCI/ADR-RES 100, IGROV1 84, NCI-H322M 99, NCI-H522 93, NCI-H460 114, NCI-H23 105, SK-OV-3 116, OVCAR-4 107 and NCI-H226 94.
For O=C(Cn1cc(COc2ncnc3c2cnn3-c2ccccc2)nn1)Nc1ccccc1Cl the results were NCI/ADR-RES 96, IGROV1 95, NCI-H322M 90, NCI-H522 90, NCI-H460 99, NCI-H23 94 and OVCAR-4 98.
Screening OCC[N+](CCO)(CCO)CCO returned NCI/ADR-RES 103, IGROV1 107, NCI-H322M 104, NCI-H522 113, NCI-H460 103, NCI-H23 102, SK-OV-3 106 and OVCAR-4 102.
Cn1c(SCc2ccccn2)nc2c1c(=O)[nH]c(=O)n2C was read as NCI/ADR-RES 102, IGROV1 102, NCI-H322M 107, NCI-H522 93, NCI-H460 105, NCI-H23 104, SK-OV-3 109, OVCAR-4 100 and NCI-H226 98.
Screening CS(=O)(=O)c1ccc(-c2nn(-c3ccccc3)cc2/C=C/C(=O)c2ccc(Br)cc2)cc1 returned NCI/ADR-RES 85, IGROV1 95, NCI-H322M 95, NCI-H522 83, NCI-H460 94, NCI-H23 100, SK-OV-3 107, OVCAR-4 91 and NCI-H226 101.
Screening FC(F)(F)c1cc(Nc2ccc3cc(OCCCN4CCOCC4)ccc3n2)ccc1Cl returned NCI/ADR-RES 45, IGROV1 54, NCI-H322M 66, NCI-H522 -22*, NCI-H460 6.8*, NCI-H23 36, SK-OV-3 58, OVCAR-4 49 and NCI-H226 68.
`COc1ccc(/C=c2\c(=O)n(-c3ccccc3)c3nn4c(n23)=NNC42CCCCC2)cc1` gave NCI/ADR-RES 99, IGROV1 89, NCI-H322M 96, NCI-H522 90, NCI-H460 101, NCI-H23 93, SK-OV-3 96, OVCAR-4 106 and NCI-H226 76.
`CCCC(=O)NC1C(Nc2ccc(S(=O)(=O)Nc3nc(C)cc(C)n3)cc2)OC(CO)C(O)C1O` (stereo unspecified) gave NCI/ADR-RES 102, IGROV1 104, NCI-H322M 96, NCI-H522 95, NCI-H23 91, SK-OV-3 105, OVCAR-4 116 and NCI-H226 108.
For COc1cc(C2CC(c3ccc(N4CCOCC4)cc3)=NN2c2nc(-c3ccc(F)cc3)c(C#N)c(N3CCOCC3)n2)cc(OC)c1OC (stereo unspecified) the results were NCI/ADR-RES 97, IGROV1 90, NCI-H322M 101, NCI-H522 91, NCI-H460 94, SK-OV-3 116, OVCAR-4 103 and NCI-H226 95.
`O=[N+]([O-])c1ccc(-c2ncc(-c3ccc(O)cc3O)[nH]2)cc1` gave NCI/ADR-RES 115, IGROV1 98, NCI-H322M 116, NCI-H522 124, NCI-H460 109, NCI-H23 105, SK-OV-3 116, OVCAR-4 104 and NCI-H226 102.
COc1ccc2c(c1)OC13Oc4cc(OC)ccc4C=C1CCCCC3=C2 was read as NCI/ADR-RES 97, IGROV1 99, NCI-H322M 105, NCI-H522 66, NCI-H460 94, NCI-H23 92, SK-OV-3 81, OVCAR-4 104 and NCI-H226 88.
`CN(Nc1cccc(Cl)c1)c1cccc(Cl)c1` gave NCI/ADR-RES 86, IGROV1 84, NCI-H322M 88, NCI-H460 107, NCI-H23 94, SK-OV-3 96, OVCAR-4 75 and NCI-H226 99.
For CC(Sc1nc2sc3c(c2c(=O)n1-c1ccc(Cl)cc1)CCCC3)C(=O)Nc1nc(-c2ccc(Br)cc2)cs1 (stereo unspecified) the results were NCI/ADR-RES 96, IGROV1 96, NCI-H322M 96, NCI-H522 82, NCI-H460 104, NCI-H23 95, SK-OV-3 97, OVCAR-4 109 and NCI-H226 94.
For CC(O)(c1ccc(Cl)cc1)C(c1ccccc1)c1ccccn1 (stereo unspecified) the results were NCI/ADR-RES 107, IGROV1 84, NCI-H322M 109, NCI-H460 108, NCI-H23 100, SK-OV-3 108, OVCAR-4 104 and NCI-H226 100.
`O=C(N=C(c1ccccc1)c1ccccc1)c1cccc(C(=O)N=C(c2ccccc2)c2ccccc2)c1` gave NCI/ADR-RES 110, IGROV1 110, NCI-H322M 111, NCI-H522 103, NCI-H460 118, NCI-H23 101, SK-OV-3 108, OVCAR-4 104 and NCI-H226 108.
CN1c2ccccc2Sc2cc(/C=N/Nc3ccc(Br)cc3)ccc21 was read as NCI/ADR-RES 45, IGROV1 71, NCI-H322M 81, NCI-H522 51, NCI-H460 62, NCI-H23 85, SK-OV-3 89, OVCAR-4 49 and NCI-H226 75.
Screening COc1ccc(C2Cc3cnccc3-c3nc(N)c4ccncc4c32)c(OC)c1OC (stereo unspecified) returned NCI/ADR-RES 96, IGROV1 113, NCI-H322M 103, NCI-H522 90, NCI-H460 103, NCI-H23 98, SK-OV-3 106, OVCAR-4 104 and NCI-H226 91.

Structural class, the entries above with a carbonyl joined to an NH by a bond outside any ring (five)
`CCOc1ccc(/C=N/NC(=O)Cn2nc(Cc3ccc(OC)cc3)c3onc(C)c3c2=O)cc1` gave NCI/ADR-RES 13, IGROV1 26, NCI-H322M 62, NCI-H522 47, NCI-H460 -7.6*, SK-OV-3 -27*, OVCAR-4 10 and NCI-H226 6.7*.
For O=C1CCC(NNC(=O)c2cccs2)N1 (stereo unspecified) the results were NCI/ADR-RES 102, IGROV1 108, NCI-H322M 101, NCI-H522 90, NCI-H460 115, NCI-H23 96, SK-OV-3 94, OVCAR-4 108 and NCI-H226 108.
For O=C(Cn1cc(COc2ncnc3c2cnn3-c2ccccc2)nn1)Nc1ccccc1Cl the results were NCI/ADR-RES 96, IGROV1 95, NCI-H322M 90, NCI-H522 90, NCI-H460 99, NCI-H23 94 and OVCAR-4 98.
`CCCC(=O)NC1C(Nc2ccc(S(=O)(=O)Nc3nc(C)cc(C)n3)cc2)OC(CO)C(O)C1O` (stereo unspecified) gave NCI/ADR-RES 102, IGROV1 104, NCI-H322M 96, NCI-H522 95, NCI-H23 91, SK-OV-3 105, OVCAR-4 116 and NCI-H226 108.
For CC(Sc1nc2sc3c(c2c(=O)n1-c1ccc(Cl)cc1)CCCC3)C(=O)Nc1nc(-c2ccc(Br)cc2)cs1 (stereo unspecified) the results were NCI/ADR-RES 96, IGROV1 96, NCI-H322M 96, NCI-H522 82, NCI-H460 104, NCI-H23 95, SK-OV-3 97, OVCAR-4 109 and NCI-H226 94.

Bioassay records from PubChem.
